NPR2 activator: GC-B (human) receptor activation; P20594; HEK293-GC-B cells, CNP EC30, cGMP TR-FRET; 0% at EC30 CNP, 100% saturating CNP; activation, % at 10 µM; hit rate 0.11% among 370,000; AID 1920062;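 active = activation at 10 µM reaching about 35% in either raw or pattern-adjusted values, limit read from the data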
Target sequence (P20594 whole entry, looked up): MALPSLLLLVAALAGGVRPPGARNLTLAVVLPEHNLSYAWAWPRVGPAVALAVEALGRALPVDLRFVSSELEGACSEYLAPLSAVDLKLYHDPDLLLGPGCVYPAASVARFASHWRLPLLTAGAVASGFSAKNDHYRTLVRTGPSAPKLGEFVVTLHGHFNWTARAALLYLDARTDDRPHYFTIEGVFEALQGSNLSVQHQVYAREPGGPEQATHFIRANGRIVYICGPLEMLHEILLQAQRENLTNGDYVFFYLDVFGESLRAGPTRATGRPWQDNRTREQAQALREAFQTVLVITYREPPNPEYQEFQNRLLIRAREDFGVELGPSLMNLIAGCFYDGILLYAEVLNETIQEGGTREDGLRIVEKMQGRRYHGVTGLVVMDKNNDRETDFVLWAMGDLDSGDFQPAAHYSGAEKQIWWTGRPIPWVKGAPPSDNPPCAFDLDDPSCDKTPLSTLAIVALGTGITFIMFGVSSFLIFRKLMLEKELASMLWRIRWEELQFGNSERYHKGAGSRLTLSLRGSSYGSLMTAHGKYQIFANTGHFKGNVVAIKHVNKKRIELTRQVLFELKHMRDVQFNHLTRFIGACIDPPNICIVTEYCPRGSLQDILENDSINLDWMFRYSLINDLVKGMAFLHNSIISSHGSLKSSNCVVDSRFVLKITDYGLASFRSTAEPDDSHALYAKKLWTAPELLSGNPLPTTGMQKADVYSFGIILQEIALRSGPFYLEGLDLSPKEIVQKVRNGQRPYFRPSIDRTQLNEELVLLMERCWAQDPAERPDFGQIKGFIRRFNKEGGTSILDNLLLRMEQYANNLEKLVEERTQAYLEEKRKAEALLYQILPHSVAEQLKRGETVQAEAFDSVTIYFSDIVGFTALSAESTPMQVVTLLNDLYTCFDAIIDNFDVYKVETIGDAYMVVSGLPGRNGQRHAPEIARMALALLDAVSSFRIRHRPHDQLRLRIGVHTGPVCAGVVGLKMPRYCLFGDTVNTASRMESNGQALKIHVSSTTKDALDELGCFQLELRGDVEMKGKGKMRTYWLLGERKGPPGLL
hcDAF-12 act: H. contortus DAF-12 activation, primary screen; HEK293 hcDAF-12 lit1-tk-luc reporter, luminescence; 0% DMSO, 100% Δ7-dafachronic acid; activation, % at 6.8 µM; hit rate 1.4% among 370,000;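 active = activation above the mean of all tested compounds plus 3 SD, cut at about 5.5% in these data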;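 also: 100% = response to 3 µM Δ7-dafachronic acid high control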
HGIII-sPLA2 inh: Inhibits HGIII-sPLA2 liposome hydrolysis, primary screen; Q9NZ20; QFRET BODIPY PC-A2 liposome hydrolysis, fluorescence; inhibition, % at 12.2 µM; hit rate 0.56% among 370,000; AID 743126;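 active = inhibition above mean plus 3 SD of compounds lying within the high and low control bounds, cut at about 19% in these data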;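 also: 0% = median of test compound wells and 100% = no enzyme DMSO wells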
DAX1 inh-1: inhibitors of human orphan nuclear receptor DAX1 (NR0B1); P51843; HEK293 Gal4-DAX1 luciferase reporter, luminescence; inhibition, % at 6.75 µM; hit rate 0.99% among 340,000; AID 504766;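 active = inhibition above the mean over all tested compounds plus 3 SD, cut at about 4.2% in these data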;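 also: 0% = DAX1-transfected cells with DMSO and 100% = empty-vector control cells with DMSO; inhibition shows as a rise in luminescence from relieved DAX1 repression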
ssDAF-12 act: activators of S. stercoralis DAF-12 nuclear receptor | hit rate 1% among 370,000 | activation, % at 6.8 µM | HEK293 ssDAF-12/GRIP1 lit1-tk-luc reporter, luminescence; % of 3 µM dafachronic acid response;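 active = activation above the mean over all tested compounds plus 3 SD, cut at about 0.9% in these data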;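 also: 0% = DMSO-only wells and 100% = 3 µM delta7-dafachronic acid wells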
FXN GAA850 act: frataxin GAA850 promoter activation; AID 540364; HEK293 lucGAA850 FXN promoter luciferase reporter, 24 h; percent of 10 µM SAHA response; activation, % at 6 µM; hit rate 0.56% among 360,000;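 active = activation above the average of all compounds screened plus 3 SD, cutoff fixed separately per campaign, cut at about 7.5% in these data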;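 also: 0% = DMSO wells and 100% = 10 µM SAHA wells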
DAX1 inh-2: blocks DAX1 repression of SF-1 activated StAR promoter | HEK293T StAR-luciferase reporter, SF-1/DAX-1 repression relief | inhibition, % at 6.8 µM | hit rate 1.1% among 370,000 | AID 652010;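 active = inhibition above the mean over all tested compounds plus 3 SD, cut at about 3.6% in these data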;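 also: 0% = DAX-1 cells with DMSO and 100% = cells lacking DAX-1 with DMSO; higher inhibition means more luminescence from relief of DAX-1 repression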
GC-A act: GC-A (human) enzyme activation | HEK293 GC-A cells, cGMP TR-FRET, EC30 ANP; 0% at EC30 ANP, 100% saturating ANP | AID 1671463 | activation, % at 10 µM | hit rate 0.14% among 370,000 | P16066; in the data active = activation above about 40%
SMARCA2 act: SMARCA2 function activation, primary screen; hit rate 1% among 370,000; AID 652017; activation, % at 9.1 µM; MG213 cells, MMTV-luciferase reporter, dexamethasone, overnight; in the data active = activation above about 7.8%;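 also: 0% = vehicle wells and 100% = reference activator wells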
hgDAF12 agonist: hgDAF-12 agonism, primary luciferase screen; HEK293 GAL4-hgDAF12 UAS-luciferase reporter, agonist luminescence; normalized to butyrate control; activation, % at 6.8 µM; hit rate 1.8% among 370,000; AID 687014;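 active = activation above a cutoff set at the mean of all screened compounds plus 3 SD, cut at about 10% in these data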;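 also: 0% = DMSO wells and 100% = sodium butyrate wells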
ADAM10 inh: ADAM10 inhibition, QFRET primary screen; O14672; recombinant ADAM10, EDANS/DABCYL FRET peptide cleavage, 3 h; inhibition, % at 7 µM; hit rate 0.62% among 370,000; AID 720582;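 active = inhibition above a per-campaign cutoff equal to the mean of compounds falling between control-based bounds plus 3 SD, cut at about 20% in these data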;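 also: 0% = DMSO wells while the 100% control is not disclosed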
* = called active by the depositor; · = no result given. The order is random. About 6.6% of those tested had a hit in this group.

Values in the order: NPR2 activator, hcDAF-12 act, HGIII-sPLA2 inh, DAX1 inh-1, ssDAF-12 act, FXN GAA850 act, DAX1 inh-2, GC-A act, SMARCA2 act, hgDAF12 agonist, ADAM10 inh
> COC(=O)CCc1nc2cc(Cl)ccc2n(Cc2ccccc2)c1=O
  2, -0.3, 0, 1.7, -2.2, 1.6, -0.5, -3, 3, -3.3, -17
> CNc1ccc(S(=O)(=O)NCC(=O)OC(C)C(=O)N(C)Cc2ccccc2)cc1[N+](=O)[O-] (stereo unspecified)
  -2, -1.5, 2, 0.2, -1.5, -0.3, 1.0, 3, -1, -1.8, -9
> Cc1ccc(C(=O)CCC(=O)Nc2cccc(C(F)(F)F)c2)cc1
  -6, 0.3, -4, 0.1, -1.4, -0.3, 0.6, 9, 2, -0.7, 3
> COc1ccc(CC(=O)N2CCC(n3nccc3NC(=O)C3CCOC3)CC2)cc1 (stereo unspecified)
  4, -3.1, 10, 0.1, -1.3, 1.7, 0.6, 6, 5, -1.4, 0
> Cc1ccc(S(=O)(=O)N(C)C)cc1NC(=O)C(C)Sc1ccccc1 (stereo unspecified)
  9, 0.4, -6, 0.1, -0.8, -1.3, 0.6, -1, -2, 5.0, 4
> C[N+]1(CC(=O)OCCCc2ccccc2)CCCC1
  -1, -0.7, 10, 1.2, -1.2, 1.5, 0.6, -1, 1, -4.4, 13
> CCCNC(=O)c1cc(C2CCCCN2S(=O)(=O)c2cn(C)cn2)on1 (stereo unspecified)
  1, 0.3, 5, ·, -0.6, 0.5, -0.1, 0, -1, -2.0, -11
> COCCN(C(=O)COC(=O)CCC(=O)c1ccc(Cl)cc1)c1c(N)n(Cc2ccccc2)c(=O)[nH]c1=O
  4, -1.2, -6, 0.4, -1.3, 1.6, -1.0, 1, 3, -0.7, 5
> CC1=C(C(=O)OCc2ccccc2)C(c2ccc(N(C)C)cc2)NC(=O)N1 (stereo unspecified)
  -7, -1.3, 8, -1.1, -2.0, -4.0, -0.9, -4, -2, -5.1, 6
> N#CCCN(C(=O)COC(=O)c1cc(=O)c2ccccc2o1)c1ccccc1
  -5, -1.0, 11, 1.8, -1.1, 3.5, 0.5, -6, -1, 2.0, -11
> Cc1ccc(/C=N/Nc2nc(N3CCCCC3)nc(N3CCCCC3)n2)o1
  1, -1.8, -14, -0.4, -1.5, 2.4, -0.6, -6, -2, -3.7, -3
> CC(=O)Nc1ccccc1NC(=O)C/C(C)=N/NC(=O)c1cccnc1
  3, -1.1, 2, -1.2, -0.7, 0.3, 0.0, 0, 1, 0.2, 1
> CCN1C/C(=C/c2cccc([N+](=O)[O-])c2)C(=O)/C(=C/c2cccc([N+](=O)[O-])c2)C1
  -4, 3.2, -1, -0.7, -1.0, -19, 0.2, 4, 1, -2.4, 4
> O=C(O)c1ccccc1C(=O)Nc1ccc(S(=O)(=O)N2CCCC2)cc1
  -1, -1.2, 12, 0.9, -0.9, 2.3, 0.2, -2, -3, -1.0, 6
> CC(C)NC(=O)NC1C2CC3CC(C2)CC1C3 (stereo unspecified)
  4, 0.0, 3, 0.8, -0.8, 1.9, 1.3, 4, 1, 0.6, -1
> C=CCN(c1ccccc1OC)S(=O)(=O)c1cccc(C(=O)OCC(=O)N2CC(C)OC(C)C2)c1 (stereo unspecified)
  1, -2.3, -6, -0.5, -1.1, 1.7, -0.5, 2, -4, 2.5, 7
> CN(C)/C=N/c1c(C#N)cnn1-c1ccc(C(F)(F)F)cn1
  0, 1.4, -3, -0.9, -1.4, 3.6, -0.2, 1, 1, -1.6, 1
> COc1ccc(CN2C(=O)C(CC(=O)NC3CCCC3)CC(C(=O)N(C)C)=C2C)cc1 (stereo unspecified)
  3, 1.2, 7, 2.1, -0.4, 0.9, -0.8, 5, -1, 1.1, -14
> CC(=O)Nc1ccc(/C=C/c2nc3ccccc3o2)cc1
  1, 4.5, -5, 4.5*, -0.5, 2.4, 2.0, 5, 3, 13*, -40
> Cc1ccc(NC(=O)NNc2cccc(Cl)n2)cc1
  2, -1.6, 3, 2.5, -0.9, 0.7, -0.1, 5, 5, 1.1, -4
> Cc1onc(-c2ccccc2)c1-c1ccnn1S(=O)(=O)c1ccc(Cl)cc1
  -12, 0.4, 0, 1.0, -1.0, 0.1, 0.1, -8, -3, -1.0, 8
> O=C(/C=C/c1ccco1)NC(=S)Nc1ccccn1
  -1, 0.2, -3, 5.9*, -0.3, 6.6, 1.9, 2, 6, 8.2, -19
> Cc1cc(=O)oc2cc(OCC(=O)Nc3ccc(S(=O)(=O)N(C)C)cc3)ccc12
  -10, 2.2, 2, -0.5, 0.1, 0.3, -0.2, 2, -2, 4.4, -453
> Cn1c(-c2ccc3ccccc3n2)[n+](C)c2ccccc21
  2, 10*, 3, -1.2, -1.2, 2.9, 0.1, 2, -3, 2.5, -20
> Cc1nnc(SCC(=O)N2c3ccccc3CC2C)s1 (stereo unspecified)
  5, -1.5, -7, -0.7, -1.7, 1.3, 0.6, 0, 3, 0.9, 4
> CCCn1c(C)cc(C(=O)COC(=O)CN=C2NS(=O)(=O)c3ccccc32)c1C
  -2, -2.5, 1, -1.5, -1.6, 1.4, 0.4, -2, 2, 1.6, 1
> Cc1cc(-c2nnnn2-c2cc(Cl)cc(Cl)c2)no1
  -2, 1.2, 4, -0.5, -0.6, -1.1, 0.3, 5, -2, 0.4, -9
> CNC(=S)N1CCC(NC(=O)C23CC4CC(CC(C4)C2)C3)CC1
  -2, 0.5, 8, ·, -0.9, 3.7, 0.2, 1, -5, 1.4, 7
> COCCn1c(SCC(=O)Nc2cc(C(C)(C)C)nn2-c2ccccc2)nc2ccccc2c1=O
  8, -2.0, 13, 0.1, -1.3, 1.0, 0.1, -2, -2, -1.5, -2
> COc1nccnc1NS(=O)(=O)c1ccc(N/C=C2\CCCCC2=O)cc1
  4, 0.2, 1, -0.2, -0.4, 0.0, -0.1, 1, -3, -0.1, -8

Overlap with the part before: three entries; new compounds follow.
Values in the order: NPR2 activator, hcDAF-12 act, HGIII-sPLA2 inh, DAX1 inh-1, ssDAF-12 act, FXN GAA850 act, DAX1 inh-2, GC-A act, SMARCA2 act, hgDAF12 agonist, ADAM10 inh
> CNC(=S)N1CCC(NC(=O)C23CC4CC(CC(C4)C2)C3)CC1
  -2, 0.5, 8, ·, -0.9, 3.7, 0.2, 1, -5, 1.4, 7
> COCCn1c(SCC(=O)Nc2cc(C(C)(C)C)nn2-c2ccccc2)nc2ccccc2c1=O
  8, -2.0, 13, 0.1, -1.3, 1.0, 0.1, -2, -2, -1.5, -2
> COc1nccnc1NS(=O)(=O)c1ccc(N/C=C2\CCCCC2=O)cc1
  4, 0.2, 1, -0.2, -0.4, 0.0, -0.1, 1, -3, -0.1, -8
> Cc1onc(-c2ccccc2)c1C(=O)NC(=S)NNC(=O)c1cc(-c2ccc(F)cc2)n[nH]1
  -1, 0.9, 29*, 4.0, -1.0, 1.5, 0.1, 3, -5, 1.5, 9
> CCc1nn(CC(=O)NCCCc2ccccc2)c(=O)c2cc3c(OC)cccc3n12
  -6, 2.3, 1, -0.2, -1.8, 0.1, -0.3, 0, 0, 0.3, -62
> CN1CCn2cnc(C(=O)NCc3ccccc3)c2C1=O
  -1, 1.1, -4, -0.7, -1.2, -0.6, -0.8, 1, -2, -2.0, -6
> CCn1nnnc1SCC(=O)N(C)C1CCS(=O)(=O)C1 (stereo unspecified)
  0, 0.2, -6, 1.0, -1.0, -1.6, -2.4, 0, -3, 4.4, 1
> Cc1ccccc1C(=O)Nc1ccnn1C1CCN(C(C)Cc2ccccc2F)CC1 (stereo unspecified)
  1, 0.1, -10, -1.2, -0.8, -1.7, -1.1, 3, -6, -3.3, -2
> O=C(CNCc1ccccn1)Nc1ccc([N+](=O)[O-])cc1C(=O)Nc1ccccc1F
  -2, 0.7, 2, -1.1, -0.4, 1.1, -0.4, -5, 5, 2.9, -6
> N#CC1C=Cc2ccccc2N1C(=O)c1ccccc1 (stereo unspecified)
  0, 0.7, -7, 1.8, -0.9, -1.9, -0.8, 2, -1, -1.6, -6
> O=C(Nn1c(-c2ccccc2)nc2ccccc2c1=O)c1cccs1
  0, 0.5, 8, -0.8, -1.1, -1.6, -0.1, -1, 0, 0.7, 0
> O=C(N/C=C/n1cnc2cc(C(F)(F)F)ccc21)c1ccccc1F
  -4, -1.5, -1, 0.5, -1.5, -1.3, 0.0, 2, 3, 0.0, -1
> C=CC[C@@H](CC(=O)OC(C)(C)C)C(=O)OC[C@@H]1CCCN1C(=O)[C@H](CC=C)CC(=O)NCCO
  1, 0.0, 2, -1.5, -1.3, 0.2, 0.6, 2, -4, -0.8, -1
> CCOc1ccc(S(=O)(=O)N2CCN=C2c2ccccc2)cc1
  4, 0.1, -1, 1.1, -1.4, -1.9, 0.7, -1, 2, -0.7, -5
> COc1ccc(-c2cn(CCC(=O)NCc3ccc(C)cc3)c(-c3ccncc3)n2)cc1
  -2, -0.7, -2, -0.6, -1.4, 1.1, 0.2, 0, 1, -1.1, -7
> O=S(=O)(c1ccccc1)N1CN(c2ccc(F)cc2F)c2nc3ccccc3nc21
  -8, 0.9, 2, ·, -0.9, 2.2, 0.7, -5, 6, 2.3, -9
> Cc1ccc(/C=N/NC(=O)c2ccc(Br)o2)s1
  2, 3.8, -1, 1.9, -0.8, 4.3, 1.7, -4, 4, 8.0, -4
> CN(C)CCCN1C(=O)c2oc3ccc(Cl)cc3c(=O)c2C1c1cccnc1 (stereo unspecified)
  2, 3.1, -2, 0.7, -0.7, 0.1, 0.2, 0, -3, 1.8, -60
> Cc1onc(-c2c(Cl)cccc2Cl)c1NC(=O)NNc1c(Cl)cncc1Cl
  3, 0.5, 2, 0.9, -1.7, 1.6, -0.1, -1, -4, 0.6, -1
> COc1ccc(C2=NN(CC(=O)NCC(OC)OC)C(=O)CC2)cc1
  3, -2.4, 2, 0.1, -0.9, 1.0, 0.2, 4, -1, 0.1, -11
> COc1cc(C(C#N)N2N=C(c3ccccc3)CC2c2ccccc2)ccc1O (stereo unspecified)
  -6, 7.9*, -9, 1.4, 1.4*, -0.4, 1.3, -2, 2, 12*, 12
> O=c1cc(Nc2ccc3c(c2)OCCO3)[nH]c(=O)n1-c1ccc(Br)cc1
  0, 0.9, 0, 0.4, -1.8, 0.7, -0.6, 9, -1, -0.3, -9
> CN(C)CCNC(=S)Nc1ccc(F)c(F)c1F
  1, -2.1, 3, 0.6, -1.4, 1.4, -0.2, 2, 2, -3.3, -2
> COC(=O)C1C(O)=C(C=Nc2ccccc2)C(=O)CC1(C)C (stereo unspecified)
  3, -0.7, 0, 0.6, -1.2, 0.2, -0.7, -4, 3, 1.6, 1
> Cc1sc2nc(CN3CCCC3)nc(NCc3ccncc3)c2c1C
  5, -1.1, 5, 0.3, -1.5, -0.8, -0.3, -1, 4, -2.3, -26
> CC(=O)c1ccc(NC(=O)Nc2cccc(Cl)c2)cc1
  1, 2.7, -46, 2.0, 0.8, 1.6, 3.1, -2, -1, 13*, 8

Screening data as filed in PubChem BioAssay.
